Assay outcomes deposited in PubChem by Broad Institute.
ERAP1 inh = ERAP1 (human) enzyme inhibition; inhibition, % at 10.7 µM; AID 652197; actives 0.15% (n = 340,000); Q9NZ08; recombinant ERAP1, Leu-AMC fluorescence, 60 min;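 active = mean replicate inhibition of at least 30%, or all replicates individually reaching that 30% level; inactive = mean below 30% and not every replicate reaching it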;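 note: 0% = neutral control wells and 100% = L-leucinethiol positive control wells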
CASP6 VEID inh = caspase-6 (human) enzyme inhibition; P55212; purified caspase-6, Z-VEID-R110 cleavage fluorescence; inhibition, % at 12.5 µM; actives 0.53% (n = 350,000);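 active = mean inhibition across replicates at least about 35%, with every replicate also reaching that limit, limit read from the data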;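 note: 0% = median of neutral control wells and 100% = no fluorescence left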
Target sequence (P55212 24-179 limits assumed): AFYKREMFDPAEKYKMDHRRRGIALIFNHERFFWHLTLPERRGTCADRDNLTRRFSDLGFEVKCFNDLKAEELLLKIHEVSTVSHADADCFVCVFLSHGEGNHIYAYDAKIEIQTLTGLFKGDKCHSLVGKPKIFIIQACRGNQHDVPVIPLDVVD
Target sequence (P55212 194-293 limits assumed): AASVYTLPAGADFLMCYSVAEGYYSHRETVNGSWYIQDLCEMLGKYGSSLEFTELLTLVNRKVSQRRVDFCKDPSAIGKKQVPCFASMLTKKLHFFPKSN
DENV2 CPE rescue = inhibitors of DENV2 cytopathic effect; DENV2-infected cells, cytopathic effect rescue, plate reader; CPE inhibition, % at 9.99 µM; actives 1.7% (n = 350,000); in the data active = CPE inhibition above about 20%, passing the limit was not always enough; tested in BHK-21 cells;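 note: 0% = median of neutral control wells and 100% = median of positive control wells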
CFTR F508del cor = correctors of CFTR F508del function in bronchial epithelial cells; activity (quench increase), % at 7.58 µM; CFBE cells, YFP halide quenching; stimulated with forskolin plus potentiator P3; % fluorescence drop versus neutral controls; actives 0.36% (n = 350,000); AID 720511;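 active = mean added fluorescence quench of at least 8% versus neutral control, with both replicates also reaching 8%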;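 note: cells transiently co-express mutant CFTR-F508del with the halide-sensitive YFP; corrector assay measuring rescue of mutant channel to the surface after 24 h compound exposure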
ERp5 block = blocks human ERp5 reductase activity on insulin; ERp5 insulin aggregation, absorbance 650 nm, 90 min; inhibition, % at 9.99 µM; actives 0.05% (n = 350,000); AID 651711;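 active = mean replicate inhibition above about 25%, with every replicate also reaching it, limit read from the data, passing the limit was not always enough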
Target sequence (Q15084 whole entry, looked up): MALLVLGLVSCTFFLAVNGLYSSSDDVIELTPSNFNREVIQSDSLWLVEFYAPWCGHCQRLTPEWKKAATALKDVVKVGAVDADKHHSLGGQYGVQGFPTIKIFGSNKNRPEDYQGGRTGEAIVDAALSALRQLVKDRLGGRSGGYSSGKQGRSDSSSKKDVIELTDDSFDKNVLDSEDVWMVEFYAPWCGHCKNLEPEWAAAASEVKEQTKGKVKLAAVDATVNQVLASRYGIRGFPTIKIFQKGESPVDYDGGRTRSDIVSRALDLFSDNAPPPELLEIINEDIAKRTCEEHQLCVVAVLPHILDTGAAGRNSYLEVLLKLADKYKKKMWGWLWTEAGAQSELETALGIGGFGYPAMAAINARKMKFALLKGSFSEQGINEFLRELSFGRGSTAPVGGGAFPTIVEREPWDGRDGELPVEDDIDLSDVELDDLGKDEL
SIRT5 block = blocks human SIRT5 desuccinylation of peptide; Purified SirT5, succinyl-peptide AMC, trypsin-coupled fluorescence; inhibition, % at 15 µM; actives 1.1% (n = 330,000); AID 652115; in the data active = inhibition above about 15%
Target sequence (Q9NXA8 whole entry, looked up): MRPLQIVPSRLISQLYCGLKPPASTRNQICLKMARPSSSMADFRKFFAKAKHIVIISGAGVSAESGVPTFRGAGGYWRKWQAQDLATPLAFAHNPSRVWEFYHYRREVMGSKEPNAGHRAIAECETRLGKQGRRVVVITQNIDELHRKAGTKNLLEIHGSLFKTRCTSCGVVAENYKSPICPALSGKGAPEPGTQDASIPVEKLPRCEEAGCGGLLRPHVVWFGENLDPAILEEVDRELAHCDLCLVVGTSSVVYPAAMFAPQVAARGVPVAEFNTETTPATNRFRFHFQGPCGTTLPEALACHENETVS
miR-122 sensor = miR-122 inhibition in Huh7 cells | Huh7 miR-122 Renilla luciferase sensor, 48 h; neutral wells = 0, positive control = 100 | actives 0.3% (n = 340,000) | activation (reporter increase), % at 12.5 µM;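 active = mean replicate activation score at least 90 and every replicate individually at or above 90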;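 note: higher luciferase means less miR-122 activity so hits act as miR-122 inhibitors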
The depositor's hits bear a star; . = not tested or not shown; [ ] = another dose, or the depositor's remark.

SMILES | ERAP1 inh | CASP6 VEID inh | DENV2 CPE rescue | CFTR F508del cor | ERp5 block | SIRT5 block | miR-122 sensor
COc1ccc(-n2c(=S)[nH]c3cc(C(=O)Nc4cc(C(N)=O)ccc4OC)ccc3c2=O)c(OC)c1 | -3 | -1 | -3 | 0.2 | 4 | 0 | -14
CN(CC(=O)Nc1ccc(F)c(F)c1F)C(=O)CCCc1nc2ccccc2c(=O)[nH]1 | -2 | 2 | 18 | -0.6 | 5 | -5 | -1
CC(=O)Nc1ccc(NC(=O)C2CCCN2C(=O)NCc2ccccc2)cc1 (stereo not given) | -1 | -2 | 0 | 1.1 | -5 | -4 | -8
Cc1cc(C(=O)Nc2ccc3c(c2)C(=O)N(C)[C@@H]2CC[C@H](CC(=O)NC4CCCC4)O[C@H]2CO3)no1 | 1 | -4 | 17 | -3.2 | -1 | -1 | 2[16.7 µM]
C/C(=C\C(=S)Nc1ccccc1)Nc1ccccc1 | -2 | 0 | 4 | . | -2 | -1 | .
CCOC(=O)[C@]12CCC=C1N(Cc1cccc3ccccc13)C(=O)[C@H](CC(=O)NCCCCc1ccccc1)C2 | 0 | 0 | . | 0.1 | 1 | -4 | .
CCOC(=O)/C=C1\SCC(=O)N1CC(=O)NCc1ccc(OC)c(OC)c1 | -3 | -2 | -4 | 1.1 | -1 | -4 | 1
O=C(CCC(=O)c1cccs1)NCc1cccc(C(F)(F)F)c1 | 1 | -3 | -5 | -0.9 | 12 | 0 | -7
CCCCn1c(N)c(N(CCOC)C(=O)c2ccc(-c3cccc(C(F)(F)F)c3)o2)c(=O)[nH]c1=O | 3 | 3 | 4 | 1.2 | 0 | 6 | -1
NC(=O)c1ccc(NC(=O)CC23CC4CC(CC(Br)(C4)C2)C3)cc1 | 1 | . | -2 | -1.2 | 2 | 4 | -2
O=C(CCNC(=O)c1ccc(Br)cc1)NCc1cccnc1 | 3 | 2 | 0 | 1.3 | -3 | -1 | .
O=[N+]([O-])c1cccc(/C=N\N=C2c3ccccc3-c3ccccc32)c1O | 2 | -2 | 3 | 0.4 | -2 | 1 | .
CO[C@@H](CN(C)C(=O)Nc1ccc(C(F)(F)F)cc1)[C@@H](C)CN(Cc1ccccc1Cl)[C@@H](C)CO | 0 | 2 | 1 | -1.3 | -4 | 3 | .
COc1ccc(CN(C)C[C@H]2OCCCC[C@H](C)Oc3ccc(NS(=O)(=O)c4cn(C)cn4)cc3C(=O)N([C@@H](C)CO)C[C@@H]2C)cc1 | -5 | -1 | -13 | 1.7 | 0 | -2 | 6[16.7 µM]
CC(=O)c1cccc(NC(=O)Cn2nc(-c3ccccc3Cl)ccc2=O)c1 | 4 | 1 | 6 | . | -3 | 0 | .
COc1cc(Cl)c(C)cc1N1C(=O)CN(Cc2ccccc2)C1=S | -3 | -3 | 2 | 1.1 | 2 | -2 | 20
Cc1ccc(SCC(=O)OCC(=O)N(CC(C)C)C2CCS(=O)(=O)C2)cc1C (stereo not given) | -1 | -3 | 4 | 4.0 | 1 | 0 | -12
CC(C)C1Nc2c(C(=O)O)cccc2C(Nc2ccccc2C(=O)O)C1(C)C (stereo not given) | -17 | -1 | -10 | 0.5 | -1 | 1 | -1
CCCC(=O)Nc1ccc2c(c1)OC[C@@H](C)N(Cc1ccncc1)C[C@@H](C)[C@@H](OC)CN(C)C2=O | 6 | 2 | -7 | -0.5 | 3 | 2 | -5[16.7 µM]
CO[C@H]1CN(C)C(=O)c2ccc(NC(=O)c3cc(C)on3)cc2OC[C@H](C)NC[C@H]1C | 2 | . | 18 | -0.1 | 0 | -9 | -15[16.7 µM]
O=C(COc1ccc2c3c(c(=O)oc2c1)CCCC3)N[C@@H](Cc1ccccc1)C(=O)O | 0 | 0 | -8 | -3.7 | 5 | -13 | 4
CO[C@@H]1CN(C)C(=O)c2cc(NC(=O)C3CC3)ccc2OC[C@@H](C)N(CC2CCCC2)C[C@@H]1C | -1 | -4 | -1 | -0.1 | -2 | -9 | 5[16.7 µM]
COc1ccc(S(=O)(=O)N(C)C[C@@H]2OCCCC[C@@H](C)Oc3ccc(NS(=O)(=O)c4c(C)noc4C)cc3C(=O)N([C@H](C)CO)C[C@@H]2C)cc1 | -1 | 2 | -4 | 0.7 | 2 | -3 | -16[16.7 µM]
CC1CCCC(N2CCN(C(=O)c3cccc(F)c3)CC2)C1 (stereo not given) | 1 | 1 | -2 | -0.3 | -1 | -6 | .
CC(C)C[C@@H](CO)N1CCN(Cc2ccc(O)cc2)CCC1=O | . | -1 | 3 | 0.5 | 2 | . | 34
O=C(Nc1ccc2c(c1)OCO2)C1CC1(Cl)Cl (stereo not given) | 2 | -1 | 6 | -2.3 | 4 | -2 | .
Cc1noc(C)c1C(=O)Nc1cc(Cl)ccc1N1CCOCC1 | 3 | -2 | -1 | -0.6 | . | -4 | 3
CO[C@H]1CN(C)C(=O)c2cc(NC(=O)NC(C)C)ccc2OC[C@H](C)N(C(=O)CN(C)C)C[C@@H]1C | . | . | -8 | -1.7 | 4 | -2 | .
CCOc1ccc(S(=O)(=O)N2CCN(C(=O)Cc3n[nH]c(=O)c4ccccc34)CC2)cc1 | 5 | 0 | 15 | 2.2 | -2 | -1 | .
CCCCCCC[C@@H](C/C=C/CCC(=O)N(C)C/C(=C/Cl)C/C(=C\C(=O)N1C[C@H](O)CC1=O)OC)OC | . | 8 | -3 | -1.9 | -3 | . | -10
Cc1noc(C)c1NC(=O)N(C)C[C@@H]1Oc2c(NC(=O)Nc3cccc4ccccc34)cccc2C(=O)N([C@@H](C)CO)C[C@@H]1C | 1 | 2 | 9 | -0.1 | 2 | 10 | -2[16.7 µM]
Cc1noc(C)c1NC(=O)N(C)C[C@@H]1OCCCC[C@H](C)Oc2ccc(NC(=O)Nc3ccc4c(c3)OCO4)cc2C(=O)N([C@@H](C)CO)C[C@H]1C | -2 | -3 | 13 | 2.6 | -2 | -7 | 8[16.7 µM]
COc1ccc(/C=C/C(=O)Nc2ccc3nc4n(c(=O)c3c2)CCCC4)cc1 | 6 | 1 | . | 3.8 | 6 | -7 | .
O=C(Nc1ccccc1)N[C@H]1CC[C@@H](CCNC(=O)c2ccccc2F)O[C@@H]1CO | 2 | -4 | -6 | 1.5 | -2 | 2 | .
COc1cccc(C2(C)NC(=O)N(CC(=O)Nc3ccc(N4CCOCC4)cc3)C2=O)c1 (stereo not given) | -1 | 2 | 1 | 1.7 | 0 | -1 | -4
COc1ccc2oc(C(=O)OCc3nnc(-c4ccccc4)o3)c(C)c2c1 | 2 | 3 | -4 | -0.1 | -3 | 0 | .
O=C(CCC(=O)c1cccs1)NNC(=O)c1ccccc1Cl | 2 | 0 | -5 | 0.4 | 1 | 1 | .
COC(=O)CC#C[C@@H](C)[C@H](NS(=O)(=O)c1ccc(C)cc1)C(C)(C)C | 3 | -4 | 1 | -1.1 | 10 | . | .
CCn1c(CC(=O)Nc2cccc(OC)c2)nnc1SCC(=O)Nc1nccs1 | 1 | -1 | -2 | 0.4 | -3 | -2 | 1
CC(/C=N\NC(=O)c1cccnc1)c1ccccc1 (stereo not given) | 2 | 0 | 8 | -2.8 | 4 | -3 | .

Some entries already given with just SIRT5 block, CASP6 VEID inh and ERp5 block:
smiles,SIRT5 block,CASP6 VEID inh,ERp5 block
CO[C@@H]1CN(C)C(=O)c2cc(NC(=O)C3CC3)ccc2OC[C@@H](C)N(CC2CCCC2)C[C@@H]1C,-9,-4,-2
CCOc1ccc(S(=O)(=O)N2CCN(C(=O)Cc3n[nH]c(=O)c4ccccc34)CC2)cc1,-1,0,-2
CC(C)C[C@@H](CO)N1CCN(Cc2ccc(O)cc2)CCC1=O,.,-1,2
O=C(Nc1ccc2c(c1)OCO2)C1CC1(Cl)Cl (stereo not given),-2,-1,4
O=C(CCC(=O)c1cccs1)NNC(=O)c1ccccc1Cl,1,0,1
Cc1noc(C)c1C(=O)Nc1cc(Cl)ccc1N1CCOCC1,-4,-2,.

Remaining list, next part:
SMILES | ERAP1 inh | CASP6 VEID inh | DENV2 CPE rescue | CFTR F508del cor | ERp5 block | SIRT5 block | miR-122 sensor
CC(=O)c1ccc(-c2ccc(C(=O)N(C)Cc3nc4ccccc4c(=O)[nH]3)o2)cc1 | 4 | 2 | -3 | -2.4 | -5 | -5 | -7
O=C(/C=C/c1cccc(F)c1)N(c1ccccn1)C1CCCCC1 | -2 | -3 | 2 | 3.8 | -2 | -5 | .
NS(=O)(=O)c1ccc(NNC(=O)c2ccccc2)cc1 | -1 | 2 | -1 | -0.8 | -6 | -3 | 9
O=C(Oc1ccc(-c2nnco2)cc1)c1ccc(Br)o1 | 0 | -2 | 5 | 0.5 | 5 | -1 | .
COc1ccc(C2C(C(=O)N3CCC(C(N)=O)CC3)CC(=O)N2c2ccc(OC)cc2)cc1 (stereo not given) | -3 | 2 | -4 | 1.8 | 1 | -2 | .
CCOc1ccccc1NC(=O)C(NCCc1ccc(OC)cc1)c1ccccc1 (stereo not given) | -2 | 3 | -5 | 5.5 | -3 | 1 | .
C[C@@H]1CCCCO[C@H](CN(C)Cc2ccc3c(c2)OCO3)[C@H](C)CN([C@@H](C)CO)C(=O)c2cc(NC(=O)Nc3ccc4c(c3)OCO4)ccc2O1 | 0 | 2 | -27 | 3.7 | -4 | 3 | 4[16.7 µM]
CC(C)NC(=O)N1CC(=O)N2[C@H](CO)[C@H](c3ccc(/C=C/c4ccccc4)cc3)[C@@H]2C1 | -2 | 2 | 12 | 3.5 | -1 | 1 | .
COc1ccc(NC(=O)CSc2nnc(Cn3cnc4ccccc43)o2)cc1 | -1 | 1 | 0 | 1.7 | -13 | 1 | -10
COC(=O)Cn1cc(/C=C/[N+](=O)[O-])c2ccccc21 | 0 | -2 | -2 | 0.8 | 1 | 1 | 1
Cc1ccc(S(=O)(=O)N(C)C[C@H]2Oc3ccc(N(C)C)cc3CC(=O)N([C@@H](C)CO)C[C@@H]2C)cc1 | -1 | -1 | -2 | -0.6 | -1 | . | 4[16.7 µM]
COc1ccc(-c2cc(C)no2)cc1S(=O)(=O)NCCCN1CCCCCC1 | 0 | -35 | 7 | 1.0 | -10 | -3 | 12
CN(C(=O)c1cccc(NC(=O)Cc2ccc(NC(=O)C3CCCN(C(=O)C4CCCC4)C3)cc2)c1)C1CCC1 (stereo not given) | 10 | -3 | -11 | -2.5 | 1 | -3 | 3
CC1(C)CC(NC(=O)CSc2ccccc2)CC(C)(C)N1 | 10 | 1 | 1 | . | 13 | -8 | .
Cc1cccc(C(C)C)c1NC(=O)Cc1ccc(S(=O)(=O)N2CCOCC2)s1 | -1 | -3 | 1 | 2.8 | -6 | 2 | .
Cc1nn2cnnc2c(C)c1Cc1ccc(Cl)cc1 | 5 | -2 | -4 | 1.3 | 2 | -1 | .
COc1ccc2c3c([nH]c2c1)[C@@H](CO)N(C(=O)NC(C)C)CC31CN(Cc2ccccc2)C1 | -5 | 5 | 3 | 3.2 | 1 | 3 | .
CC(C)CCNC(=O)CCc1nnc2ccc(N3CCC(C)CC3)nn12 | -1 | -3 | 6 | -0.5 | 2 | -1 | 2
C[C@H]1CN([C@@H](C)CO)C(=O)c2cc(NC(=O)CCN3CCOCC3)ccc2O[C@H]1CN(C)Cc1ccc(C(F)(F)F)cc1 | -1 | -1 | 2 | -2.5 | 1 | -3 | 3[16.7 µM]
O=C(CCl)N1CCN(C(=O)C2COc3ccccc3O2)CC1 (stereo not given) | -2 | 4 | 6 | -1.6 | 7 | . | -2
CCCCSc1nc(N)c(NC(=O)c2ccco2)c(=O)[nH]1 | 1 | 1 | -11 | 0.6 | 7 | 5 | .
COc1ccc(C(=O)n2cc(C(C)=O)c3ccccc32)cc1 | -1 | -1 | -3 | 0.8 | 5 | -1 | .
CC(=O)Nc1cccc(-c2csc(C(O)c3ccccc3)n2)c1 (stereo not given) | -1 | -1 | 8 | 3.0 | 1 | . | -4
Cc1cccc(C)c1NC(=O)C(CCc1ccccc1)n1c(=O)c(-c2ccccc2)nc2ccccc21 (stereo not given) | -3 | -1 | -9 | -1.9 | 1 | 2 | .
S=C(Nc1ccccc1)N1CCn2cccc2C1c1cccnc1 (stereo not given) | -2 | 1 | -6 | . | -6 | . | .

Reformatted: two of the compounds above.
> CC(=O)Nc1cccc(-c2csc(C(O)c3ccccc3)n2)c1 (stereo not given)
  ERAP1 inh: -1
  CASP6 VEID inh: -1
  DENV2 CPE rescue: 8
  CFTR F508del cor: 3.0
  ERp5 block: 1
  SIRT5 block: .
  miR-122 sensor: -4
> Cc1cccc(C)c1NC(=O)C(CCc1ccccc1)n1c(=O)c(-c2ccccc2)nc2ccccc21 (stereo not given)
  ERAP1 inh: -3
  CASP6 VEID inh: -1
  DENV2 CPE rescue: -9
  CFTR F508del cor: -1.9
  ERp5 block: 1
  SIRT5 block: 2
  miR-122 sensor: .
